hcGAS lum = human cGAS inhibition | Q8N884 | recombinant h-cGAS, ATP depletion, Kinase-Glo luminescence | inhibition, % at 12.5 µM | 290,000 tested, 0.081% active | AID 1259398;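 also: 0% = vehicle reaction and 100% = reaction without DNA for no activity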
Target sequence (Q8N884 whole entry, looked up): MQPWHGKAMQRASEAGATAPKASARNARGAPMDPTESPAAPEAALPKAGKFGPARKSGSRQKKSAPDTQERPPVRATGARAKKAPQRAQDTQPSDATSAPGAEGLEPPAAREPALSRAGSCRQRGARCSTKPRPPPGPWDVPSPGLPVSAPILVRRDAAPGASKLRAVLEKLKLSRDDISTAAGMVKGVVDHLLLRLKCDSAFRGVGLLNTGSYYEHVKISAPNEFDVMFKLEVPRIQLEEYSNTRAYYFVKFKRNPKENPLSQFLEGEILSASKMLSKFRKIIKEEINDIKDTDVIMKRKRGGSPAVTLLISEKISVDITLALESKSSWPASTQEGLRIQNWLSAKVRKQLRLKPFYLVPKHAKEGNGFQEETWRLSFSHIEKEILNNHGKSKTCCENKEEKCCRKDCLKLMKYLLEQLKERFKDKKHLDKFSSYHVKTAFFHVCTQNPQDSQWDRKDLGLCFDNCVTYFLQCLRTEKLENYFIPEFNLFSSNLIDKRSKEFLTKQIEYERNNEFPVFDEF
mcGAS inh = inhibitors of mouse cGAS. Q8C6L5. recombinant cGAS, Kinase-Glo ATP depletion luminescence. inhibition, % at 12.5 µM. 160,000 tested, 0.15% active. AID 1259399;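 also: 0% = negative control wells and 100% = reference inhibitor with no enzyme activity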
NPYLR7 ag = mosquito NPYLR7 agonism; HEK293T NPYLR7/Galpha15, GCaMP6s calcium fluorescence; activation, % at 10 µM; 270,000 tested, 0.15% active; AID 1259423; in the data active = activation above about 40%;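 also: 0% = vehicle and 100% = reference agonist at the receptor; some compounds past the cut are filed as inactive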
Numbers without * were called inactive; / = no result given; & = joins results of further samples. Rule as the data show it, unless noted: active = inhibition above about 40%; inactive = the rest.

SMILES	hcGAS lum	mcGAS inh	NPYLR7 ag
Cn1c(CC(N)=S)nc2ccccc21	-3	/	8
COc1ccc(CCN(C)C(=O)CCCSc2nnc(Cc3ccccc3)n2-c2ccc(C)cc2)cc1OC	-7	-3	4
Cn1nc(C2CC2)c2c1NC(=O)CC2c1ccc(CN2CCCCC2)s1 (configuration not stated)	-5	/	9
COc1ccc(C=CC(=O)Nc2sc3c(c2C(=O)NC2CCS(=O)(=O)C2)CCCC3)cc1 (configuration not stated)	-5	-8	-6
CC(=O)c1c(C)nn(CC(O)COc2ccc3c(c2)CCC3)c1C (configuration not stated)	-1	-3	-7
COc1ccc(CN2CCNC(=O)C2CC(=O)NCCc2c[nH]c3ccccc23)c(OC)c1 (configuration not stated)	-8	/	26
COc1ccc(C(=O)N2C(C(=O)NC3CC3)COC23CCN(C(=O)c2ccccc2Cl)CC3)cc1 (configuration not stated)	-3	-5	0
CC1(C)CN(C(=O)NC2CCCCC2)C2(S1)C(=O)Nc1ccc(Cl)cc12 (configuration not stated)	-2	-9	/
Cc1cc(C2CCC2)nc(NC(c2ncccc2C)C2CC2)n1 (configuration not stated)	-9	-9	7
O=C(C1=C(O)C(=O)N(CCN2CCOCC2)C1c1cccc([N+](=O)[O-])c1)c1ccco1 (configuration not stated)	-3	-7	15
CCN(C(=O)c1ccc2oc(C)cc2c1)C1CCOC(C)(C)C1 (configuration not stated)	1	/	4
CC(C)c1noc(CN2CCCC(C3(C)NC(=O)NC3=O)C2)n1 (configuration not stated)	-2	/	2
CCOc1ccc(-c2ccnc(N3CCN(C(=O)CCC4CCCC4)CC3)n2)cc1	-5	-5	23
O=C(c1ccccc1SC(F)F)N1CCN(c2ncnc3c2nnn3-c2ccc(F)cc2)CC1	-8	-10	-7
O=C(c1ccc(=O)[nH]c1)N1CCC(CCn2cccn2)CC1	-6	-15	3
CCOC(=O)C1(CC2CC2)CCN(C(=O)c2ccc(N3CCCCC3)cc2)CC1	0	4	-1
CCOC(=O)C1=C(C)N=c2s/c(=C\c3ccc(C(C)C)cc3)c(=O)n2C1c1ccc(OC)cc1 (configuration not stated)	2	2	17
COc1ccc(C(=O)Nc2nc(-c3ccc(I)cc3)cs2)cc1OC	-5	-7	8
Cc1cc(C(F)(F)F)c(C#N)c(SCC(N)=O)n1	-4&0	0	-6&-4
CCN1C(=O)N(CCc2ccccc2)C2(CCN(Cc3cccn3-c3ccc(Cl)cn3)CC2)C1=O	3	-9	0
CC1CN(c2ccccc2)CCN1C(=O)CCn1cccc1 (configuration not stated)	-7	-14	1
Cc1ccsc1CN(C)C(=O)CCc1nnc(COc2ccccc2)o1	4	1	1
CCOCCc1nnc(NC(=O)c2cccc(OCC)c2)s1	-8	0	-11
COc1ccc(-c2nnc(SCC(=O)N/N=C(/C)c3ccco3)n2-c2ccccc2)cc1OC	-6	-3	9
Cc1ccccc1-c1nc(CN2CC[C@@H](c3sccc3C)[C@H](O)C2)c(C)o1	-8	-10	3
SMILES	hcGAS lum	mcGAS inh	NPYLR7 ag
COc1cc2c(cc1OC)C(c1ccccc1Cl)N(C(=O)c1c(F)cccc1Cl)CC2 (configuration not stated)	-3	-8	12
C=CC[C@@H]1CC=C[C@@H](c2ccccc2)N1C(=O)c1ccc(=O)n(C)c1	0	/	17
CC(C)(C)CC(=O)Nc1c(-c2ccc(Cl)cc2)nc2ccccn12	-4	-6	-3
Cc1cc2cc(C(=O)N3CCC4(CCCN(CC5CC5)C4)C3)ccc2o1 (configuration not stated)	-5	/	-3
Fc1ccc(C(NCc2ccnc(Cl)c2)C2CCC2)cc1 (configuration not stated)	-18	/	-1
CCN(CC)Cc1cnc2c(C(=O)N3CCCOCC3)cnn2c1	-9	/	10
CC(=O)[C@@H]1C[C@H](CC(=O)N2CCC(c3ccccc3)CC2)C1(C)C	0	1	-1
Nc1ncnc(NN=Cc2c[nH]c3ccccc23)c1[N+](=O)[O-]	-10	-6	2
CC(C)c1cccc(OS(=O)(=O)c2ccc(Cl)s2)c1	-6	/	3
COCCn1c(=NC(=O)c2ccn(C)n2)sc2cc(C(=O)OC)ccc21	-1	-10	/
COc1ccc(CC(=O)N2CCOC(COc3cccc(C(F)(F)F)c3)C2)cc1F (configuration not stated)	-5	/	11
CC1CN(c2cc(Cl)nc(SCC(=O)NCCCN3CCOCC3)n2)CCN1C(=O)CC(C)(C)C (configuration not stated)	-3	-5	16
CC(=O)N(C)Cc1ccccc1NC(=O)c1ccc2c(c1)Cc1ccccc1-2	-8	-14	11
NC(=O)c1ccc(N=Nc2c(-c3ccccc3)[nH]n(-c3ccc([N+](=O)[O-])cc3)c2=O)cc1	4	4	-7
CN(CC1CCCCO1)C(=O)c1cn[nH]c1-c1cccc(F)c1 (configuration not stated)	-6	/	17
CCS(=O)(=O)NC1CCN(c2ccccc2C(=O)N(C)Cc2ccco2)CC1	-5	-4	-2
NS(=O)(=O)c1ccc(Cn2ccnc2-c2cccc(F)c2F)cc1	-6	-8	0
CCCc1nn(-c2ccccc2C)c(C)c1C(=O)N1CCOCC1	-6	-4	/
O=S(=O)(NCC1CNCCOC1)N1CCCCCC1 (configuration not stated)	-7	-5	/
CC1CCCCN1CCCNC(=O)Cc1csc(NC(=O)CN(C(=O)c2ccccc2)C(C)C)n1 (configuration not stated)	-14	-6	-2
CCOc1ccc(Oc2cc(C)nc(SC)n2)nn1	-9	/	-1
Cc1cc(C)cc(-n2nnc3c(=O)n(Cc4ccccc4)cnc32)c1	-7	-9	-1
CCOC(=O)c1[nH]c(C)c(C(=O)CN(C(=O)c2ccc(OC)cc2OC)C2CC2)c1C	0	-2	-10
CCN(CC)C(=O)c1sc(NC(=O)CCc2ccccc2)c(C(=O)OC(C)C)c1C	-6	/	-6
C=CC(C)(C#CCN(CC)CC)OC(C)=O (configuration not stated)	-6	/	-8
SMILES	hcGAS lum	mcGAS inh	NPYLR7 ag
CCn1ccc2c(CN3CCOCC(CN(C)C)C3)cccc21 (configuration not stated)	-4	-11	1
CN(C)CCCN1c2ccccc2CCc2ccccc21	-8&1&5&1&-2	-4&-4	-1&-6&-1&2
CCC(C)n1c(=S)[nH]c2sc3c(c2c1=O)CCCC3 (configuration not stated)	-5	/	-6
CN(C)c1ccc2c(c1)C(=O)C(=C1N(C)c3ccccc3C1(C)C)P2(=S)N1CCOCC1 (configuration not stated)	0	/	2
COCCNC(=O)c1coc(N2CCN(Cc3ccccc3C#N)C2=O)n1	-4	/	-8
N=c1c2c(-c3ccccc3)c(-c3ccccc3)n(Cc3ccco3)c2ncn1CCCn1ccnc1	-7	/	-8
CNc1nc(N2CCN(c3ncccn3)CC2)nc2c1C(=O)CC(C)(C)C2	-5	/	-10
O=C(Nc1c(-c2ccc(Cl)cc2)nc2ccccn12)C1CC1	-8	-8	-4
COCCCN(CC(=O)N(CCc1ccc(OC)c(OC)c1)Cc1sccc1C)C(=O)Nc1ccc(Cl)cc1Cl	-10	-6	7
Cc1cc(-n2c(C)cc(C(=O)CSc3nnc(NC4CC4)s3)c2C)no1	-8	/	2
O=C(NCCc1ccccc1)C(C1CCCC1)N1CCN(C(=O)c2cccc(Br)c2)CC1 (configuration not stated)	0	/	-3
Cc1cccc(NC(=O)COc2coc(CN3CCc4ccccc43)cc2=O)c1	-4	-6	5
CCOCCCN(Cc1nc(C(=O)OC)cs1)C(=O)Nc1ccc(Cl)cc1	-9	-5	21
CCc1cc(C(=O)Nc2cccnc2N2CCOCC2)sc1C	-18	/	-1
CC(=O)N1CCN(CC(=O)N2N=C(c3ccc(C)cc3)CC2c2ccccc2)CC1 (configuration not stated)	-6	-6	4
Cc1cc(C)c(OS(=O)(=O)CCCF)c(C)c1	3	/	1
CC(C)(C)n1ncc2c(=O)n(NC(=O)Cc3ccc([N+](=O)[O-])cc3)cnc21	-2	/	-2
COc1cccc(CNC(=O)C2CCN(C(=O)CNC(=O)C34CC5CC(CC(C5)C3)C4)CC2)c1	-3	-7	26
CN(Cc1cc(-c2ccccc2)n[nH]1)C(=O)c1cn(C2CCCCCC2)nn1	1	-8	14
Cc1[nH]nc2ncc(C(=O)N3CCC(OCc4ccccc4)CC3)cc12	-5	/	22
CCCn1cc(C(=O)CSc2ncc(C#N)c(N)n2)c2ccccc21	-7	/	-2
CC1CN(C(C)C)CC1NS(=O)(=O)N(C)C1CCOCC1 (configuration not stated)	-10	/	1
CCc1ccc(C(=O)N2CCSC2c2ccc(F)cc2F)cc1 (configuration not stated)	-7	-4	-4
COc1ccccc1C(C)N(C)S(=O)(=O)N1CCCC(C)C1 (configuration not stated)	-7	/	7
O=C(CCc1nnc(C2(c3ccc(Cl)cc3)CCC2)o1)NCc1cccc2[nH]ccc12	0	-9	7
SMILES	hcGAS lum	mcGAS inh	NPYLR7 ag
c1ccc2[nH]c(CCC3CCCCC3)nc2c1	-8	/	-5
CC(C)(C)NC(=O)CSC(=Nc1ccc(F)cc1)NC#N	-5	/	8
O=C(NCC1CCCO1)c1cccnc1N1CCN(C(=O)c2c(F)cccc2Cl)CC1 (configuration not stated)	-4	-6	-6
O=[N+]([O-])c1ccc2[nH]c(O)c(N=Nc3ccnc4cc(Cl)ccc34)c2c1	-8	/	-6
c1cncc(Oc2ccccc2-n2cnnc2)c1	-3	-16	9
CCN(CC)c1ncccc1CNCc1cccc(Cl)c1	-7	/	17
Cc1ccc(C(C2Sc3nc(-c4ccco4)nn3C2=O)N2CCC(C(N)=O)CC2)cc1 (configuration not stated)	-7	-7	-3
CC(CNS(=O)(=O)c1cnccc1Cl)N1CCOCC1 (configuration not stated)	-6	-17	4
O=C(NCc1ccccc1C(F)(F)F)c1cc(COc2ccc(F)cc2F)on1	-3	-8	8
C=CCn1c(=O)c2c(nc3n(CCN4CCOCC4)c(C)c(C)n23)n(C)c1=O	-8	/	-2
c1ccc2c(c1)nc1[nH]nc(SCc3nnc(-c4cc5c(s4)CCCC5)o3)n12	3	/	5
COCCNc1nc(Oc2cccc(F)c2)c2sccc2n1	-10	/	6
Nc1ccc(C(=O)Nc2ccc(Nc3cnc(-c4ccc(OC(F)(F)F)cc4)cn3)cc2)cc1	0	/	2
O=C(NC1CC1)C1CCCN1Cc1ccc(F)c(Br)c1 (configuration not stated)	3&-10	-8	6&5
O=C(Nc1ccc(OC(F)F)c(Cl)c1)N1CCN(C2CC2)CC1	-5	/	4
Cc1cccn2c(=O)cc(OCC(=O)N3CCc4ccccc43)nc12	-7	-6	-6
Cc1cccc2c(NCc3ccccc3F)nc(CNC(=O)CN3CC(c4ccccc4)CC3=O)nc12 (configuration not stated)	-9	/	15
C=CCn1c(SCC(=O)N(C)Cc2ccccc2)nc2ccsc2c1=O	-3	/	-6
COCCOCc1cccc(NC(=O)N(C)C(C)c2ccc(C)cc2)c1 (configuration not stated)	-11	/	-1
O=C(c1cscn1)N1CCC(c2n[nH]c(=O)n2Cc2ccccc2)CC1	-3	-17	24
CN1CCC(C(=O)Nc2ncn(Cc3ccccc3)n2)CC1=O (configuration not stated)	-7&-15	/	7&-1
CCOc1cccc(/C=C2/SC(=Nc3ccccc3Cl)NC2=O)c1O	-2	-3	-7
O=C(c1ccc(F)cc1)c1c[nH]c2cc3c(cc2c1=O)OCO3	-4	/	-2
COC(=O)C1=C(C)NC2=C(C(=O)CC(c3ccccc3)C2)C1c1cc(Br)c(O)c(OC)c1 (configuration not stated)	-7	-5	-1
Cc1cc(C(=O)NCC(=O)Nc2ccc(F)cn2)c(C)o1	7	-1	-1
SMILES	hcGAS lum	mcGAS inh	NPYLR7 ag
Cc1ccc(S(=O)(=O)NC2CC2)cc1C(=O)N1CCc2cccc(C)c21	-16	-16	-1
CC(Nc1cccc(NS(=O)(=O)c2ccc(Cl)cc2)c1)C(=O)N1CCOCC1 (configuration not stated)	7	/	0
CSCc1nnc(SCc2cc3c(cc2Br)OCCO3)o1	-1	/	2
COCC1CN(C2CCC2)CC12CCN(C(=O)CCc1c(C)noc1C)CC2 (configuration not stated)	-15	-5	/
COc1cn(CC(=O)NC(C)(C)C)c(CN2CCCCCC2)cc1=O	-10	-8	0
Cc1ccnc(SCCn2c(N3CCN(c4ccccc4F)CC3)nc3c2c(=O)[nH]c(=O)n3C)n1	11	/	3
CCN(C)S(=O)(=O)NCC1CCN(Cc2cccc(C)n2)C1 (configuration not stated)	-6	/	-1

A stretch from further up, as a working copy:
SMILES	hcGAS lum	mcGAS inh	NPYLR7 ag
O=C(Nc1ccc(OC(F)F)c(Cl)c1)N1CCN(C2CC2)CC1	-5	/	4
Cc1cccn2c(=O)cc(OCC(=O)N3CCc4ccccc43)nc12	-7	-6	-6
Cc1cccc2c(NCc3ccccc3F)nc(CNC(=O)CN3CC(c4ccccc4)CC3=O)nc12 (configuration not stated)	-9	/	15
C=CCn1c(SCC(=O)N(C)Cc2ccccc2)nc2ccsc2c1=O	-3	/	-6
COCCOCc1cccc(NC(=O)N(C)C(C)c2ccc(C)cc2)c1 (configuration not stated)	-11	/	-1
O=C(c1cscn1)N1CCC(c2n[nH]c(=O)n2Cc2ccccc2)CC1	-3	-17	24
CN1CCC(C(=O)Nc2ncn(Cc3ccccc3)n2)CC1=O (configuration not stated)	-7&-15	/	7&-1
CCOc1cccc(/C=C2/SC(=Nc3ccccc3Cl)NC2=O)c1O	-2	-3	-7
O=C(c1ccc(F)cc1)c1c[nH]c2cc3c(cc2c1=O)OCO3	-4	/	-2
COC(=O)C1=C(C)NC2=C(C(=O)CC(c3ccccc3)C2)C1c1cc(Br)c(O)c(OC)c1 (configuration not stated)	-7	-5	-1
Cc1cc(C(=O)NCC(=O)Nc2ccc(F)cn2)c(C)o1	7	-1	-1
Cc1ccc(S(=O)(=O)NC2CC2)cc1C(=O)N1CCc2cccc(C)c21	-16	-16	-1
CC(Nc1cccc(NS(=O)(=O)c2ccc(Cl)cc2)c1)C(=O)N1CCOCC1 (configuration not stated)	7	/	0
CSCc1nnc(SCc2cc3c(cc2Br)OCCO3)o1	-1	/	2
COCC1CN(C2CCC2)CC12CCN(C(=O)CCc1c(C)noc1C)CC2 (configuration not stated)	-15	-5	/
